CYP2C9 activ = CYP2C9 (human) activation; AID 1024; recombinant CYP2C9, luciferin-H conversion, luminescence; hits give high values; factor 1 = untreated enzyme, 0 = blocked; P11712; activation factor at 5 µM; 96,000 tested, 1.4% active;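 active means activation factor of 2 or more for CYP2C9 at a 5 µM dose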;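 further: 0 = sulfaphenazole-blocked wells and 1 = vehicle-only wells; values of inactives mirror those of a sister screen read the other way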
CYP2C19 inh = blocks human cytochrome P450 2C19; P33261; CYP2C19 Supersomes, luciferin-H EGE luminescence, 30 min; inhibition, % at 5 µM; 96,000 tested, 21% active;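 active means CYP2C19 inhibition above a set limit at 5 µM in the primary screen, cut at about 50% in these data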;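 further: plate controls were negative control wells for no effect and 2.5 mM tranylcypromine positive control for full effect; values of inactives mirror those of a sister screen read the other way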
PTK2B oligo ant = antagonists of human Pyk2 oligomerization; Q14289; Q293 cells, Pyk2 FERM NanoBiT luminescence; hits give low values; z-score (the deposit names both 25 µM and 10 µM); 99,000 tested, 0.83% active;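 active means Z-score of -3 or lower, scaled per plate to the spread of control and sample wells; inactive means z-score above -3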;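 further: negative z-score means lost luminescence so less FERM oligomerization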
Target sequence (Q14289 whole entry, looked up): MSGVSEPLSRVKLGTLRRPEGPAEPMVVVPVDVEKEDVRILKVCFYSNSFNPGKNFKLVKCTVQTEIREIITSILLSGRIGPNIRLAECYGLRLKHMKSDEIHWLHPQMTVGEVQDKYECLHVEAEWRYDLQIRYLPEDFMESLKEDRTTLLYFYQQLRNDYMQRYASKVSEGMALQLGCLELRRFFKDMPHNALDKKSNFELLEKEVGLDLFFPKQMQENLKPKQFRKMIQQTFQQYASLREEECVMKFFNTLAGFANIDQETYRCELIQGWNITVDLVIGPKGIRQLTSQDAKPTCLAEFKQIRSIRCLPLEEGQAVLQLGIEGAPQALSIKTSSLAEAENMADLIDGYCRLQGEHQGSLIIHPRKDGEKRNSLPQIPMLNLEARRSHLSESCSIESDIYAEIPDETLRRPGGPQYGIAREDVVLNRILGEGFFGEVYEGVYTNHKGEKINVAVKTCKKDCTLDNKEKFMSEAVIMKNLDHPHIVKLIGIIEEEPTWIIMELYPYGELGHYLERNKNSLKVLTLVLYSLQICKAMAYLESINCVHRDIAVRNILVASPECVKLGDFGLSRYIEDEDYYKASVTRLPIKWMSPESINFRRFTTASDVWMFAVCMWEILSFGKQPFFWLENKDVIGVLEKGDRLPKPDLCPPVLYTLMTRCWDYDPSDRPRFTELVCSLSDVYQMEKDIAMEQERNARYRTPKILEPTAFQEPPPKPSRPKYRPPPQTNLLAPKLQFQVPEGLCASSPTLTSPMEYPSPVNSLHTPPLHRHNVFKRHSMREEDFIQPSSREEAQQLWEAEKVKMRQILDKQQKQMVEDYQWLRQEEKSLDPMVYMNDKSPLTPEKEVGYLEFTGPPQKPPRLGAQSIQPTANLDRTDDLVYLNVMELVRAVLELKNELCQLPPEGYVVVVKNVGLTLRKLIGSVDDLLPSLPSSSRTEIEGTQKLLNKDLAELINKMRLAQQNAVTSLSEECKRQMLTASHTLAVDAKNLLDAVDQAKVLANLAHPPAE
Ecoli WT expand = E. coli BW25113 growth inhibition, expanded screen. OD600 absorbance. growth inhibition, % at 100 µM. 98,000 tested, 0.15% active;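 active means growth inhibition above about 50% at one test dose, limit read from the data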;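 further: growth measured after 20 h incubation at 37 °C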
CYP2C9 inhib = blocks human cytochrome P450 2C9 | 96,000 tested, 20% active | inhibition, % at 5 µM | CYP2C9 Supersomes, luciferin-H conversion, luminescence | AID 777;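 active means blocking of liver enzyme CYP2C9 beyond about 50% at 5 µM, limit read from the data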; further: values of inactives mirror those of a sister screen read the other way
CYP2C19 activ = activators of human cytochrome P450 2C19; P33261; recombinant CYP2C19, luciferin-H EGE luminescence; hits give high values; 0 = fully inhibited enzyme, 1 = untreated enzyme; activation factor at 5 µM; 96,000 tested, under 10 active; AID 1025;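 active means activation factor of at least 2 at 5 µM in the primary screen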;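 further: 0 = wells with 2.5 mM tranylcypromine and 1 = vehicle-only wells; values of inactives mirror those of a sister screen read the other way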
EphB4 antag = antagonists of human EphB4-ephrin-B2 interaction; 97,000 tested, 0.15% active; inhibition, % at 7 µM; EphB4 LBD / TNYL-RAW-Alexa532 peptide, fluorescence polarization;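 active means inhibition above the screen-wide mean inhibition plus 3 SD, cut at about 15% in these data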;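 further: 0% = DMSO wells and 100% = excess unlabeled TNYL-RAW peptide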
PLAP act = activators of human placental alkaline phosphatase | P05187 | purified PLAP enzyme, luminescent substrate read-out; hits give high values | activation fold at 20 µM | 96,000 tested, 1.2% active | AID 696; in the data active means activation fold above about 2
PostGolgi yeast = growth inhibition of a yeast mutant, post-Golgi transport screen. 98,000 tested, 0.9% active. inhibition, % at 10 µM. post-Golgi transport phenotypic cell assay; in the data active means inhibition above about 30%;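 further: yeast cells grown in 1536-well plates; yeast grown about 18 h at 30C before absorbance read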
Starred values were filed as active, the others as inactive; . = no result given.

SMILES	CYP2C9 activ	CYP2C19 inh	PTK2B oligo ant	Ecoli WT expand	CYP2C9 inhib	CYP2C19 activ	EphB4 antag	PLAP act	PostGolgi yeast
CC(C)(C)C(=O)/C=C(N)/C=C/c1ccccc1	0.8	28.2	0.53	12.0	15.5	0.7	0.6	1	-2.5
CCC(=O)Nc1c(C)ccc2nsnc12	0.8	-0.5	0.29	-16.0	15.3	1	.	0.8	-0.9
O=c1onc(-c2cccs2)n1Cc1ccccc1	1	79.9*	0.01	3.0	4.9	0.2	-3.2	0.9	7.0
CCOC(=O)c1cnc(SCC(=O)Nc2ccc(N3CCOCC3)cc2)nc1N	1	-8.5	.	-1.0	1.0	1.1	6.2	0.9	-3.4
[N-]=[N+]=CC(=O)c1ccnc(C(=O)C=[N+]=[N-])c1	1	-5.4	1.48	55.0*	4.7	1.1	-4.3	0.9	29.1
CC1Cc2ccccc2N1C(=O)c1cnsn1 (stereo not drawn)	1.1	17.9	0.46	10.0	-7.0	0.8	-0.7	0.7	4.8
CCOC(=O)C1CCN(c2c(N3CCCC(C(=O)OCC)C3)c(=O)c2=O)CC1 (stereo not drawn)	1	-2.2	.	0.0	-2.9	1	1.1	1	-3.5
C=C(C)Cn1c(CCCNC(=O)CCC)nc2ccccc21	1.8	8.1	0.34	-5.0	-77.1	0.9	.	1	-13.7
Cc1cccc(NC(=O)C(NS(=O)(=O)c2ccc3c(c2)CCC(=O)N3)c2ccccc2)n1 (stereo not drawn)	0.6	8.2	1.06	6.0	38.8	0.9	-4.6	1.1	10.8
Cn1cc(Cl)c(-c2nc3ccccc3[nH]2)n1	0.7	62.3*	-0.36	9.0	31.6	0.4	0.9	0.9	-8.5
CCOC(=O)CC1=Nc2ccccc2NC(=O)C1	1.2	-12.8	0.02	-3.0	-19.7	1.1	-8.0	0.9	-3.8
Cc1nc2ncnn2c(C)c1CCC(=O)NCCCN1CCN(c2cccc(Cl)c2)CC1	1	2.4	0.02	-4.0	4.9	1	-2.8	1.6	-3.7
Clc1ccc(C2=Nn3c(nnc3-c3n[nH]c4c3CCC4)SC2)cc1	0.9	13.4	-1.98	-4.0	8.3	0.9	0.4	1.3	4.0
COC(=O)c1c(NC(=S)Nc2ccccc2Cl)sc(C)c1C	0.7	25.3	0.57	-10.0	25.9	0.7	-0.1	0.9	-3.4
ClC(Br)=C(n1cnc2ccccc21)n1cnc2ccccc21	0.1	75.2*	-1.13	-9.0	88.1*	0.2	-0.1	1.1	-12.5
CCC(C)NC(=O)C1CCN(C(=O)c2ccccc2)CC1 (stereo not drawn)	0.9	14.9	0.6	3.0	8.4	0.9	1.8	1	-2.8
CCOC(=O)N1CCN(C(=O)CC(=O)Nc2ccc3nc4n(c(=O)c3c2)CCCCC4)CC1	0.3	13.7	2.39	0.0	69.4*	0.9	.	1.6	7.8
COc1ccc(C2CC(C(F)(F)F)n3ncc(C(=O)NCC4CCCO4)c3N2)cc1OC (stereo not drawn)	0.9	4.9	-0.23	-1.0	14.7	1	3.2	1.4	7.9
CC1=C([N+](=O)[O-])C(c2cccc(Br)c2)C2=C(N1)c1ccccc1C2=O (stereo not drawn)	0	87.6*	-0.46	-3.0	98.3*	0.1	-2.5	1	3.8
CCCCSc1cc(=O)n(-c2ccccc2)nc1C(=O)OCC	1.1	0.5	-1.45	1.0	-11.8	1	-2.4	1.1	-1.0
O=C(NC1CCCC1)C(c1ccncc1)N(Cc1cccs1)C(=O)c1csnn1 (stereo not drawn)	0.5	37.4	1.99	0.0	53.7*	0.6	5.7	1.1	4.5
CC1CCN(CCCn2c(=S)[nH]c3ccccc3c2=O)CC1	1.1	3.5	-0.17	-2.0	-12.7	1	-7.5	1.3	1.3
COc1ccc(NC(=O)CN(C)S(=O)(=O)c2ccc3c(c2)OCCO3)c2ncccc12	1.9	20.7	-2.31	-7.0	-88.3	0.8	4.0	1.5	4.3
CCOC(=O)c1sc(NC(=O)/C=C/c2cnn(C)c2C)c(C(=O)OCC)c1C	0.8	6.1	.	3.0	24.8	0.9	-5.7	1.2	-4.4
CCCNC(=O)c1cc(-c2ccc(OC)cc2)on1	0.8	16.5	0.55	-14.0	16.8	0.8	-8.7	0.8	3.2
O=C(NNC(=O)c1ccccc1Br)c1ccc(SCC2CCCO2)c([N+](=O)[O-])c1 (stereo not drawn)	0.4	7.9	-0.6	-2.0	61.9*	0.9	3.5	1.4	-4.0
Clc1ccccc1OCc1nc(-c2ccncc2)no1	0	97.8*	-0.99	11.0	98.4*	0	-3.1	0.8	0.9
O=C(Nc1ccc2c(c1)OCO2)C1CCCN1C(=O)Nc1cccc(F)c1 (stereo not drawn)	0.8	93.1*	1.48	2.0	19.8	0.1	.	0.9	-0.3
Cc1cccc(-n2c(-c3csc(C(C)C)c3)n[nH]c2=S)c1	0.9	18.0	-1.34	6.0	6.1	0.8	0.3	1.2	1.9
Cc1ccc(-c2nc3ccccc3[nH]2)s1	0.7	39.5	-0.63	15.0	32.6	0.6	-7.3	1	0.0
Cc1ccc(NC(=O)COC(=O)c2ccn(C)n2)cc1	0.7	79.0*	0.23	3.0	34.9	0.2	4.2	1	-6.9
O=C(O)c1ccc(OCc2occc2C(=O)O)cc1	1.1	-10.1	-1.05	-4.0	-11.1	1.1	-2.7	1	-11.3
COc1cccc(C2=NOC(C(=O)NCC3CCCO3)C2)c1 (stereo not drawn)	1.7	11.1	1.09	2.0	-70.1	0.9	7.8	1	1.1
O=C1CCCC2=C1C(c1cccs1)n1nc(SCc3ccccc3F)nc1N2 (stereo not drawn)	.	.	-2.37	-10.0	.	.	0.8	.	2.6
O=C(Cn1cnc2c(oc3ccccc32)c1=O)NCc1ccccc1	0.7	2.3	.	-3.0	29.8	1	-11.7	1	5.8
Cc1ccc(C(NC(=O)NCCCN2CCOCC2)=C(Cl)Cl)cc1F	0.8	13.3	0.56	8.0	19.2	0.9	1.3	1.9	3.6
Cc1onc(-c2c(F)cccc2Cl)c1C(=O)Nc1ccc(S(=O)(=O)Nc2ncccn2)cc1	1.1	-15.0	1.33	7.0	-12.5	1.1	-10.0	0.9	0.6
CCSc1nc(O)c(Cc2ccccc2)c(=O)[nH]1	1.3	1.5	0.45	4.0	-28.4	1	7.7	1	9.9
O=C(Nc1ccccc1-c1nc2ccccc2s1)c1ccco1	0.6	13.9	0.39	-16.0	37.8	0.9	-7.2	1	10.1
CCOc1ccc2[nH]c(=O)c(CN(CCO)C(=O)CC)cc2c1	0.9	2.9	0.05	-1.0	14.6	1	2.5	1.2	11.5
COc1cccc(-c2csc3nnc(SCC(=O)c4ccc(NC(C)=O)cc4)n23)c1	0.8	18.5	-0.24	-1.0	25.0	0.8	-4.2	1	14.0
O=C(CSc1nnc(-c2ccccc2)n1Cc1ccccc1)N1CCOCC1	1	12.9	0.16	-1.0	-1.9	0.9	-2.6	1.1	4.8
COc1ccc(CC(=O)Nc2ccc(/C(C)=N/NC(=O)c3cccc([N+](=O)[O-])c3)cc2)cc1	1	-4.7	0.51	-4.0	1.9	1	-5.3	1	-1.5
CCOc1cc(-c2noc(CCCC(N)=O)n2)cc(Br)c1OC	0.7	31.9	-0.37	-9.0	31.6	0.7	.	1.2	2.4
COc1ccc(OC)c(C(C)NC=O)c1 (stereo not drawn)	1.1	-4.3	0.7	6.0	-9.1	1	4.6	0.9	3.8
CC1(NC(=O)N2CCCCC2)CCS(=O)(=O)C1 (stereo not drawn)	1.1	-10.9	0.39	6.0	-12.8	1.1	.	0.9	3.9
CC(C)OCCCNS(=O)(=O)c1ccc2ccccc2c1	3.4*	38.8	0.08	11.0	-236.6	0.6	-0.5	0.9	-4.3
O=C(CN1CCN(Cc2ccccc2)C1=O)NCCCN1CCOCC1	0.9	3.7	.	3.0	5.7	1	5.0	1.2	-6.7
CCSc1nnc(NC(=O)c2cccc3ccccc23)s1	0.9	3.3	.	-7.0	14.7	1	-8.4	1.1	1.0
O=C(NCC1CCCO1)C(C(=O)c1ccccc1)n1cc(Cl)ccc1=O (stereo not drawn)	1.1	-6.7	1.23	-1.0	-9.3	1.1	4.0	1	7.4
The results go on:
SMILES	CYP2C9 activ	CYP2C19 inh	PTK2B oligo ant	Ecoli WT expand	CYP2C9 inhib	CYP2C19 activ	EphB4 antag	PLAP act	PostGolgi yeast
Clc1ccc(CNC2CCCC2)c(Cl)c1	1.1	76.6*	-0.1	5.0	-11.4	0.2	0.9	1.1	1.1
COc1ccc(NC(=O)Cc2nc3ccccc3[nH]2)cc1	0.7	66.8*	-0.15	10.0	25.5	0.3	2.6	1.3	0.3
Cc1ccccc1N1CC(=O)N(c2ccccc2C)CC1=O	1.1	6.9	-0.59	4.0	-6.0	0.9	0.2	0.8	19.4
COC(=O)CSc1nnc2n1C(C)(C)Cc1ccccc1-2	1	26.8	0.75	-3.0	3.4	0.7	12.9	1	20.8
COc1cc2c(cc1OC)CN(CC(=O)Nc1ccc(C#N)cc1)CC2	0.8	22.6	1.13	0.0	23.8	0.8	-0.8	1.4	2.0
Cc1ccc(-c2noc(CN(C(=O)CCCCCN3C(=O)c4ccccc4C3=O)C(C)C)n2)cc1	0.1	96.3*	0.26	-16.0	90.9*	0	0.7	1.4	-3.6

Some of the entries so far, in markdown:
| SMILES | CYP2C9 activ | CYP2C19 inh | PTK2B oligo ant | Ecoli WT expand | CYP2C9 inhib | CYP2C19 activ | EphB4 antag | PLAP act | PostGolgi yeast |
| --- | --- | --- | --- | --- | --- | --- | --- | --- | --- |
| COc1ccc(CC(=O)Nc2ccc(/C(C)=N/NC(=O)c3cccc([N+](=O)[O-])c3)cc2)cc1 | 1 | -4.7 | 0.51 | -4.0 | 1.9 | 1 | -5.3 | 1 | -1.5 |
| CCOc1cc(-c2noc(CCCC(N)=O)n2)cc(Br)c1OC | 0.7 | 31.9 | -0.37 | -9.0 | 31.6 | 0.7 | . | 1.2 | 2.4 |
| COc1ccc(OC)c(C(C)NC=O)c1 (stereo not drawn) | 1.1 | -4.3 | 0.7 | 6.0 | -9.1 | 1 | 4.6 | 0.9 | 3.8 |
| CC1(NC(=O)N2CCCCC2)CCS(=O)(=O)C1 (stereo not drawn) | 1.1 | -10.9 | 0.39 | 6.0 | -12.8 | 1.1 | . | 0.9 | 3.9 |
| CC(C)OCCCNS(=O)(=O)c1ccc2ccccc2c1 | 3.4* | 38.8 | 0.08 | 11.0 | -236.6 | 0.6 | -0.5 | 0.9 | -4.3 |
| O=C(CN1CCN(Cc2ccccc2)C1=O)NCCCN1CCOCC1 | 0.9 | 3.7 | . | 3.0 | 5.7 | 1 | 5.0 | 1.2 | -6.7 |
| CCSc1nnc(NC(=O)c2cccc3ccccc23)s1 | 0.9 | 3.3 | . | -7.0 | 14.7 | 1 | -8.4 | 1.1 | 1.0 |
| O=C(NCC1CCCO1)C(C(=O)c1ccccc1)n1cc(Cl)ccc1=O (stereo not drawn) | 1.1 | -6.7 | 1.23 | -1.0 | -9.3 | 1.1 | 4.0 | 1 | 7.4 |
| Clc1ccc(CNC2CCCC2)c(Cl)c1 | 1.1 | 76.6* | -0.1 | 5.0 | -11.4 | 0.2 | 0.9 | 1.1 | 1.1 |
| COc1ccc(NC(=O)Cc2nc3ccccc3[nH]2)cc1 | 0.7 | 66.8* | -0.15 | 10.0 | 25.5 | 0.3 | 2.6 | 1.3 | 0.3 |
| Cc1ccccc1N1CC(=O)N(c2ccccc2C)CC1=O | 1.1 | 6.9 | -0.59 | 4.0 | -6.0 | 0.9 | 0.2 | 0.8 | 19.4 |

Screening results from PubChem BioAssay.
